GCN5L2 inh – blocks human GCN5L2 histone acetyltransferase. Q92830. GCN5L2 HAT assay, ThioGlo1 CoA-SH fluorescence. Potency, µM (titrated, usually from 58.9 µM), inactives show at the highest dose activity change, negative = inhibition, hits mostly inhibitors. actives 0.21% (n = 390,000). AID 504327
Target sequence (Q92830 whole entry, looked up): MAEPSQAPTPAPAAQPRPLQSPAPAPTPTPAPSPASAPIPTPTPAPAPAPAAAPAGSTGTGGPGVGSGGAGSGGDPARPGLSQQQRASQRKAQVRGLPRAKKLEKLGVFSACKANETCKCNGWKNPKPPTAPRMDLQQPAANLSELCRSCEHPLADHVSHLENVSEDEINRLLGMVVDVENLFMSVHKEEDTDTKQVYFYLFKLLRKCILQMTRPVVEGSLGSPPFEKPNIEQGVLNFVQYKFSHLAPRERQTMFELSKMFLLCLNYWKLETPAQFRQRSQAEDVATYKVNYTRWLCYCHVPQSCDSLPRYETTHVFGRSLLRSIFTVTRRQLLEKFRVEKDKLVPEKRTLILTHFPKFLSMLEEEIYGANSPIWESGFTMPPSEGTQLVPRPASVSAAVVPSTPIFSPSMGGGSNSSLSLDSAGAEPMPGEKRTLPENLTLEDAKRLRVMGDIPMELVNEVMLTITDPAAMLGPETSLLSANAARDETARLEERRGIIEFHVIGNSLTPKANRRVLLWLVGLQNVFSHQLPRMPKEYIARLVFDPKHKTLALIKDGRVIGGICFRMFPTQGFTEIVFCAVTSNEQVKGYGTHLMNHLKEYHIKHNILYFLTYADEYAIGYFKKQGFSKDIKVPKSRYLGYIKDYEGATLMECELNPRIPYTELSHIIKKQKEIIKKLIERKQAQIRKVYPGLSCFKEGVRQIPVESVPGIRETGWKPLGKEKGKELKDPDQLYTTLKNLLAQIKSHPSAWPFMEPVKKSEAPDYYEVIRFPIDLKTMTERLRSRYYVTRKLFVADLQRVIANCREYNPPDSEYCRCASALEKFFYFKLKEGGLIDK
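Compounds, pin-transferred from DMSO stocks, meet 20nM GCN5L2 for 15 min before the reaction begins with H3(1-25) peptide (75uM) and acetyl-CoA (70uM). Thiol-reactive ThioGlo1 reports CoA release over 20 min at room temperature.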
N370S GC mod – inhibits or activates N370S mutant glucocerebrosidase. P04062. N370S GC spleen homogenate, 4MU-glucoside fluorescence. Potency, µM (highest dose often 59.4 µM), inactives show at the top dose activity change, negative = inhibition, actives largely listed as inhibitors. actives 0.092% (n = 330,000). AID 2101;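 also: 0% = full enzyme activity and -100% = no enzyme basal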
FEN1 inh – human FEN1 inhibition; P39748; Recombinant FEN1 flap cleavage, fluorescence, 15 min; Potency, µM (titrated, usually from 114 µM), inactives show at the top dose activity change, negative = inhibition, actives largely listed as inhibitors; actives 0.35% (n = 390,000); AID 588795; also: nearly all actives have a fitted effect of over 65% in size
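Recombinant FEN1 (10 nM) was preincubated with pin-transferred compounds for 15 min at room temperature, then flap DNA substrate (50 nM final) was added. Plates were read at 0 and 15 min, and normalized concentration–response data were fitted to a four-parameter Hill equation.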
* hit, by the source's call; ? = inconclusive; . = no result given; & = joins results of further samples; [ ] = remark or other dose. Calls follow the shape of the dose curve; as a rule, active = well fitted curve in the direction sought with a large enough effect; inconclusive = small, poorly fitted or top-dose-only effect, or another doubt; inactive = no such curve, though single readings can be large; an effect the other way counts as inactive or inconclusive. Unless noted, % is scaled to controls: 0 for no effect and ±100 for the full control effect; potency is read from the fitted curve at half-maximal effect.

Values run as follows: GCN5L2 inh | N370S GC mod | FEN1 inh
S=C(Nc1ccc2c(c1)OCO2)NC1CCN(Cc2ccccc2)CC1
  -1% | -2% | -1%
COc1cccc(NC(=O)C(NCC2CCCCC2)c2ccccc2)c1 (stereo not drawn)
  -4%[0.501 µM] | -5% | -9%
O=C(c1ccccc1)c1ccc(OCC(O)CN2CCCC2)cc1 (stereo not drawn)
  0% | 2% | -8%
O=C(O)c1ccc(S(=O)(=O)c2ccc([N+](=O)[O-])cc2[N+](=O)[O-])cc1
  0% | -8% | -15%
Cc1ccc(C(=O)NC(N(C)C)C(Cl)(Cl)Cl)cc1 (stereo not drawn)
  -4% | 4% | 18%
CCS(=O)(=O)c1ccc2oc(SCC(=O)NCCc3ccc(F)cc3)nc2c1
  -5% | -5% | 5%
O=[N+]([O-])c1ccc(/C=N/n2c(CO)nc3ccccc32)s1
  18% | -7% | -8%
O=C(COc1cccc(Cl)c1)Nc1ccccc1N1CCCCC1
  -4% | -1% | 0%
COc1ccc(C)cc1S(=O)(=O)N1CCN(S(=O)(=O)c2cc(C)ccc2OC)CC1
  1% | -5% | 0%
O=c1c2sccc2[nH]c(=S)n1Cc1ccccc1
  -3% | 19% | -3%

Part of the list above in another layout:
SMILES | GCN5L2 inh | N370S GC mod | FEN1 inh
O=[N+]([O-])c1ccc(/C=N/n2c(CO)nc3ccccc32)s1 | 18% | -7% | -8%
O=C(O)c1ccc(S(=O)(=O)c2ccc([N+](=O)[O-])cc2[N+](=O)[O-])cc1 | 0% | -8% | -15%

Other compounds follow:
Values run as follows: GCN5L2 inh | N370S GC mod | FEN1 inh
Cc1nc2nc(C)c(CCC(=O)NCCCN3CCN(c4cccc(Cl)c4)CC3)c(C)n2n1
  ? | -16%&-1% | 11%&-1%
CC(=O)Oc1ccc(NC(=O)CSc2ccccc2)cc1
  1% | 2% | -6%
Cc1cccc(C)c1NC(=O)COC(=O)C1CC1
  4% | . | 6%
O=C1C(Cl)=C(N2CCCCC2)C(=O)N1c1ccccc1Cl
  -6% | 14% | -3%
COc1ccccc1-c1cc(C(F)(F)F)nc(S(=O)(=O)CCCC(=O)Nc2cc(C)ccc2O)n1
  -7% | . | 3%
O=C(NCc1cccnc1)c1ccc(-c2ccc(Cl)cc2)o1
  -2% | 8% | 6%
Cc1ccc(-n2nnnc2SCC(=O)N2CCNC2=O)cc1C
  3% | . | 16%
COCC(=O)N1CCC(n2nnc3cc(F)ccc32)CC1
  -2% | -1% | -8%
Cc1ccc(C(=O)O/N=C2\CCSc3ccc(C)cc32)cc1
  -5% | 13% | 0%
CCCn1c(=O)c(C(=O)NCCc2ccccc2)c(O)c2ccccc21
  -14% | 2% | 1%
O=C(c1cn(-c2ccccc2)nc1-c1cccs1)N(CCO)Cc1ccccc1
  -1% | -14% | -14%
COc1ccc(-c2cc(C(=O)Nc3ccc(Br)cc3)no2)cc1
  0% | -7% | 4%
COc1ccc(CCNC(=O)C2=CCN(S(=O)(=O)c3ccc(F)cc3)CC2)cc1OC
  0% | -6% | 20%
CS(=O)(=O)N1CCc2cc(C(=O)N3CCN(c4ccc(F)cc4)CC3)ccc21
  -8%&0% | 3% | 0%&16%
COc1ccc(/C=N/N=C2\CC3CCC2(C)C3(C)C)cc1O (stereo not drawn)
  -2% | -4% | 2%
COC(=O)C1=C(C)NC(=O)C1(NC(=O)c1ccncc1)C(F)(F)F (stereo not drawn)
  -1% | 21% | 1%
O=C(NNC(=O)c1sccc1-n1cccc1)c1cccc(Cl)c1
  -10% | 9% | 1%
Oc1c(Br)cc(Br)cc1-c1nc2ccccc2s1
  2% | . | -6%
NC(=O)c1ccccc1NC(=O)c1ccc(-c2ccc(Br)cc2)o1
  -7% | . | -2%
O=C(NC(=S)Nc1ccccn1)c1ccc([N+](=O)[O-])cc1
  0% | 3% | -1%

Some of the entries above in a different format:
Molecule | GCN5L2 inh | N370S GC mod | FEN1 inh
COc1ccc(-c2cc(C(=O)Nc3ccc(Br)cc3)no2)cc1 | 0% | -7% | 4%
COc1ccc(CCNC(=O)C2=CCN(S(=O)(=O)c3ccc(F)cc3)CC2)cc1OC | 0% | -6% | 20%

Back to the main list, starting 2 compounds before the break.
Values run as follows: GCN5L2 inh | N370S GC mod | FEN1 inh
NC(=O)c1ccccc1NC(=O)c1ccc(-c2ccc(Br)cc2)o1
  -7% | . | -2%
O=C(NC(=S)Nc1ccccn1)c1ccc([N+](=O)[O-])cc1
  0% | 3% | -1%
COCc1ccc(C(=O)NC2CCCc3c2cnn3-c2ccc(C)c(C)c2)o1 (stereo not drawn)
  -1% | -13% | -3%
COc1ccc(NS(=O)(=O)c2ccc(NS(=O)(=O)c3ccc(C)cc3)cc2)nn1
  -4% | -1% | -2%
CC(=O)Nc1cccc(NC=C(C#N)C#N)c1
  -3% | -8% | 2%
CC(C)(C)CNC(=O)c1ccc2c(c1)S(=O)(=O)c1cc(Cl)ccc1C2=O
  -4% | . | 2%
O=C(N/N=C/c1cc(Cl)cc([N+](=O)[O-])c1O)c1cccc(S(=O)(=O)N2CCOCC2)c1
  3% | -19% | 8%
CCOc1ccc(S(=O)(=O)N(CC)CC(=O)NCc2ccncc2)cc1C
  -7% | -2% | 17%
C=C(C)CN(CC)C(=O)CSc1ccc(S(=O)(=O)N2CCN(C)CC2)cn1
  -2% | -17% | 1%
COc1ccc(N2CCN(Cc3cc(=O)oc4cc(-c5ccccc5)c(O)cc34)CC2)cc1
  -15% | 8%[2.35 µM] | -8%
COc1ccc(OCCn2c(C3CC(=O)N(c4ccc(F)cc4)C3)nc3ccccc32)cc1 (stereo not drawn)
  ? | . | -16%
CC(C)c1cc(C(=O)N/N=C/C(Br)=C/c2ccccc2)n[nH]1
  -7% | -5% | ?
COC(=O)C1SCC2C(=O)N(Cc3ccccc3)CC(=O)N21 (stereo not drawn)
  -6% | 2% | -17%
COc1ccc(NC2CCCN(C(=O)c3cccc(N4CCNC4=O)c3)C2)cc1 (stereo not drawn)
  -20% | 3% | 21%
CCc1c(C)sc(NC(=O)C2CC2c2ccccc2)c1C(N)=O (stereo not drawn)
  -4% | 9% | -15%
N=C1C(c2ccccc2)=C(O)CN1NC(=O)c1ccc(Cl)cc1
  -6% | -4% | -21%
CCC(CC)(CC(=O)Nc1cccc(/C=C/c2nc(C3CCC3)cs2)c1)C(=O)O
  -11% | 4% | .
COc1ccc(OC)c(S(=O)(=O)Nc2ccccc2SC)c1
  -4% | 23% | -7%
CN(C)C(=O)c1ccc(-c2nc(N(C)Cc3ccco3)c3ccccc3n2)cc1
  -5% | -10% | .
Cc1ccc(Nc2nc(N)nc(CSC(=S)N3CCOCC3)n2)c(C)c1
  1% | -17% | -15%
C=CCN1C(=O)/C(=C\c2cccs2)C(C(=O)OC)=C1C
  -1% | 8% | -2%
COc1ccc2cc3c(N)nn(C(=O)c4ccccc4Cl)c3nc2c1
  -21%&-8% | 6% | -13%&11%
CCn1c2ccccc2c2nnc(SCC(=O)NCc3cccs3)nc21
  -1% | 8% | -7%
CCn1nc(C)c([N+](=O)[O-])c1C(=O)NNC(=O)c1ccc(Cl)cc1
  -10% | 4% | 10%
CC1Cc2nc(SCC(=O)NCc3ccco3)n(Cc3ccccc3)c(=O)c2S1 (stereo not drawn)
  -1% | 12% | -7%
CCC1Sc2ccccc2N(CC(=O)NC2CCCC2)C1=O (stereo not drawn)
  -2% | 0% | 2%
O=C(Cn1ncc2c3ccccc3n(Cc3ccccc3F)c2c1=O)NCCCc1ccccc1
  1% | . | 2%
CCCn1nnnc1SCC(=O)N1CCN(C(=O)c2ccco2)CC1
  0% | 4% | 6%
Cc1cc(C)n2nc(C(=O)Nc3ccn(Cc4ccccc4C)n3)cc2n1
  1% | -3% | 14%
COc1ccccc1CNC(=O)c1cccnc1
  -22% | -1% | 7%
Cc1cc(=O)oc(C)c1C(=O)NCc1c(F)cc(F)cc1F
  -16% | 1% | 12%
CCCC(=O)Nc1nc(-c2ccccc2)c(CC)s1
  0% | -12% | 8%
O=C(CCCSc1nc2ccccc2s1)NCc1ccco1
  -2% | 5% | -2%
CCN(CC(=O)Nc1c(F)cccc1F)C(=O)Cc1sc(C)nc1-c1ccc(F)cc1
  -2% | -9% | 0%
COc1cc(OC)c(/C=C2\SC(=O)N(CC(=O)Nc3ccccc3F)C2=O)c(OC)c1
  1% | -9% | -1%
NC(=O)C1CCN(C(=O)CSc2nc(O)cc(=O)[nH]2)CC1
  1% | -3% | -10%
C=CCCC(=O)NC1CC(C)(C)Cc2c1cnn2-c1cccc(F)c1 (stereo not drawn)
  -11% | -23% | 1%
C=CCNC(=O)CN1CCC(c2nc3cc(C)c(C)cc3[nH]2)CC1
  3% | -1% | -14%
O=C1CCC(=O)N(O)CCCCCNC(=O)CCC(=O)N(O)CCCCCNC(=O)CCC(=O)N(O)CCCCCN1
  -20% | -20% | 16%
CC1(C)OC(=O)C(=Cc2ccc[nH]2)C(=O)O1
  -8% | -6% | 8%
COc1cccc(CC2(CO)CCN(Cc3ccc4cccc(F)c4n3)CC2)c1
  1% | -10% | -11%
COc1cc(C(=O)OCC(=O)Nc2ccc(OC(F)F)cc2)cc(OC)c1OC
  -7% | -6% | 4%

Compounds above that contain an aryl thioether with sulfur outside any ring:
Values run as follows: GCN5L2 inh | N370S GC mod | FEN1 inh
CCS(=O)(=O)c1ccc2oc(SCC(=O)NCCc3ccc(F)cc3)nc2c1
  -5% | -5% | 5%
CC(=O)Oc1ccc(NC(=O)CSc2ccccc2)cc1
  1% | 2% | -6%
Cc1ccc(-n2nnnc2SCC(=O)N2CCNC2=O)cc1C
  3% | . | 16%
C=C(C)CN(CC)C(=O)CSc1ccc(S(=O)(=O)N2CCN(C)CC2)cn1
  -2% | -17% | 1%
COc1ccc(OC)c(S(=O)(=O)Nc2ccccc2SC)c1
  -4% | 23% | -7%
CCn1c2ccccc2c2nnc(SCC(=O)NCc3cccs3)nc21
  -1% | 8% | -7%
CC1Cc2nc(SCC(=O)NCc3ccco3)n(Cc3ccccc3)c(=O)c2S1 (stereo not drawn)
  -1% | 12% | -7%
CCCn1nnnc1SCC(=O)N1CCN(C(=O)c2ccco2)CC1
  0% | 4% | 6%
O=C(CCCSc1nc2ccccc2s1)NCc1ccco1
  -2% | 5% | -2%
NC(=O)C1CCN(C(=O)CSc2nc(O)cc(=O)[nH]2)CC1
  1% | -3% | -10%

Going on with the list:
Values run as follows: GCN5L2 inh | N370S GC mod | FEN1 inh
CCC(=O)N1CCc2cc(Br)cc(S(=O)(=O)CCC(=O)NCc3ccco3)c21
  1% | -1% | 2%
O=CCCCC=O
  4% | -6% | .
CC(C)(C)OC(=O)N1CCN(C(=O)c2[nH]cnc2C(=O)Nc2nccs2)CC1
  -16% | . | -16%
COc1ccc(/C(C)=N\NC(=O)c2ccc(-c3ccccc3)cc2)c(F)c1
  -3% | -9% | 2%
C#Cc1ccc(CN2CCN(Cc3ccsc3)C(CCO)C2)cc1 (stereo not drawn)
  -2% | 10% | 1%
CCCOc1ccc(C2=NNC(c3cccs3)=Nc3ccc(OC)cc32)cc1
  -20% | 7% | -6%
COc1ccc(C(=O)N2c3ccccc3C(C)(c3ccc(Cl)cc3)CC2(C)C)cc1 (stereo not drawn)
  -24% | . | 7%
Nc1nc(SCC(=O)c2c(N)n(Cc3ccccc3)c(=O)[nH]c2=O)n[nH]1
  8% | 1% | 11%
CCCCC(=O)OC1CCC2C3CCc4cc(O)ccc4C3CC[C@]12C (stereo partly drawn)
  -27% | 0% | .
CC1=Nn2c(nnc2-c2n[nH]c3c2CCC3)SC1
  -4% | 3% | -1%

Bioassay records: PubChem, National Center for Advancing Translational Sciences (NCATS)
